Source: PubChem
RXFP1 antag – blocks the human relaxin receptor RXFP1. Q9HBX9. HEK293-RXFP1, relaxin-stimulated cAMP HTRF, 30 min; active compounds read low. activity change, negative = inhibition, % at 57.5 µM. hit rate 0.59% among 350,000. AID 1259400;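 active = activity change of -60% or lower, but not beyond a set lower limit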; note: % is set by controls: 0 for no effect and ±100 for the full control effect
D1 ag – activates the human D1 dopamine receptor; hit rate 1% among 360,000; HEK293 T-REx D1 cells, calcium flux, agonist mode; activation, % at 2 µM; P21728; note: 0% is about no effect
Target sequence (P21728 whole entry, looked up): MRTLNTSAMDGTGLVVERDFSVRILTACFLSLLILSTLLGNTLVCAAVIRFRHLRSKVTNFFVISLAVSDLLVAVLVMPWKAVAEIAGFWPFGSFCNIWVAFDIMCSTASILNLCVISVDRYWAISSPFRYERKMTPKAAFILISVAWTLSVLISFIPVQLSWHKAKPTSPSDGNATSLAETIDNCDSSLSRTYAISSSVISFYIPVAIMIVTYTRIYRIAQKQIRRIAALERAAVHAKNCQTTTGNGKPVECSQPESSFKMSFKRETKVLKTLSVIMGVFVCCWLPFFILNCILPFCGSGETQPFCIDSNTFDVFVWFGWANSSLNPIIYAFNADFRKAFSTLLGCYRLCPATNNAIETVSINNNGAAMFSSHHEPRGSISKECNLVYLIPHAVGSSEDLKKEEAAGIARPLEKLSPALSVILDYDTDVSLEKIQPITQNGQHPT
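Agonism was scored from calcium flux recorded over 180 s (1 read/s) after pintool compound addition, following a 10-cycle baseline. Cells were inducible force-coupled HEK293 TREx D1, plated overnight at 30 C and loaded with no-wash calcium dye.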
D1 potentiator – enhances dopamine response at the human D1 receptor. P21728. HEK293 TREx D1 cells, calcium flux, dopamine EC20 potentiation. potentiation, % at 10 µM. hit rate 0.036% among 360,000. AID 504651; in the data active = potentiation above about 30%; note: 0% is about no effect
D2 antag – antagonizes the human D2 dopamine receptor; P14416; HEK293 TREx D2 cells, calcium flux, dopamine EC80; inhibition, % at 10 µM; hit rate 2% among 340,000; AID 485344; in the data active = inhibition above about 30%; note: 0% is about no effect
Target sequence (P14416 whole entry, looked up): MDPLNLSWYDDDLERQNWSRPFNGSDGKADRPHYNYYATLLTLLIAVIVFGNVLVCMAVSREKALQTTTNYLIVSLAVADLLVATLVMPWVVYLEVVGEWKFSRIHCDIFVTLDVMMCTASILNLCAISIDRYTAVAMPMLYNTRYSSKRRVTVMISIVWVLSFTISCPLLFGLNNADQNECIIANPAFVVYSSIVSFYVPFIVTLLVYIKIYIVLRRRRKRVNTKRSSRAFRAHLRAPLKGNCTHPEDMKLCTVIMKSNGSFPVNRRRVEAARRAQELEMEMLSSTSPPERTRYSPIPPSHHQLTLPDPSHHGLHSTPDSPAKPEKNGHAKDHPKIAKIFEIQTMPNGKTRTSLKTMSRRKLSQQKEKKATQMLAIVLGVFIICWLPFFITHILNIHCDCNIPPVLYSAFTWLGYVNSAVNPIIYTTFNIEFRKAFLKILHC
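Read-out: kinetic calcium fluorescence (1 cycle/s) in inducible HEK293 T-REx D2 cells after an EC80 dopamine addition that followed 180 s compound preincubation. Loss of the dopamine response indicates antagonism.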
D2 PAM – positively modulates the human D2 dopamine receptor allosterically. P14416. HEK293 T-REx D2, calcium flux, EC20 dopamine potentiation. potentiation, % at 10 µM. hit rate 0.34% among 340,000. AID 485347;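 active = potentiation over 3 SD above the plate norm, cut at about 30% in these data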; note: 0% is about no effect
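Tetracycline-induced Hek293 Trex D2 cells, force-coupled to calcium, loaded with no-wash calcium dye. Compound added with 180 s kinetic read for agonism, then EC20 dopamine and a further 180 s read for potentiation.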
TRHR agonist – agonists of human TRH receptor. P34981. TRHR cells, calcium flux fluo-8, FDSS agonist mode. activation, % at 2 µM. hit rate 0.18% among 360,000. AID 493084; note: 0% is about no effect
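Fluo-8-loaded TRHR cells; 10 s baseline, compound added, kinetic Ca2+ fluorescence read 1/s, agonist mode.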
TRHR PAM – allosteric enhancers of human TRH receptor | P34981 | TRHR cells, fluo-8 calcium fluorescence, EC20 TRH enhancement | enhancement, % at 2 µM | hit rate 0.66% among 360,000 | AID 493056; in the data active = enhancement above about 30%; note: 0% is about no effect
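Enhancer read-out: after compound pinning and an initial kinetic agonist-mode read, an EC20 of TRH (10 nM final) was injected and fluo-8 calcium signal (Ex 480/Em 530) followed at 1 s/cycle for 100 cycles in TRHR-expressing cells.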
D2 ag – D2 dopamine receptor (human) agonism | HEK293 T-REx D2 cells, calcium flux agonist mode | activation, % at 2 µM | hit rate 0.53% among 340,000 | AID 485358;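 active = activation over 3 SD above normal in the single-dose calcium agonist read, cut at about 30% in these data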; note: 0% is about no effect
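Calcium-flux readout, 1 cycle/sec over 180 s following compound pin transfer, in inducible HEK293 Trex D2 cells (force-coupled); dopamine controls included. Positive calcium responses during this window marked compounds as potential agonists.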
D1 antagonist – antagonists of human D1 dopamine receptor. P21728. activity change, negative = inhibition, % at 10 µM. HEK293 TREx D1 cells, calcium flux, dopamine EC80; active compounds read low. AID 504652. hit rate 3.2% among 360,000; in the data active = activity change below about -30%; note: % is set by controls: 0 for no effect and ±100 for the full control effect
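Antagonism measured as reduced calcium response to an EC80 dopamine addition following 180 s compound pre-read; cells were inducible HEK293 Trex D1 plated overnight at 30 C, read kinetically at 1 cycle/sec.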
An asterisk follows results filed as active; nt = no result given. Cut-off read from the data, not from the text of the source, unless noted: active = activation above about 30%; inactive = the rest.

SMILES	RXFP1 antag	D1 ag	D1 potentiator	D2 antag	D2 PAM	TRHR agonist	TRHR PAM	D2 ag	D1 antagonist
O=C(OCC1OC(n2ncc(=O)[nH]c2=O)C(OC(=O)c2ccccc2)C1OC(=O)c1ccccc1)c1ccccc1 (centres undefined)	nt	3	1	7	5	0.9	-5	1.2	-2
CCN(Cc1ccncc1)Cc1c(O)ccc2ccccc12	3	1	4	-4	1	-0.1	4	2.4	-29
CN(C)c1cccc(NC(=O)C2(C)CC2(Cl)Cl)c1 (centres undefined)	-4	1	-4	-3	5	-0.3	-1	0.3	-7
COc1ccc(C(=O)NC2(C(F)(F)F)C(=O)NC(C)=C2C#N)cc1OC (centres undefined)	-12	4	2	nt	1	0.5	-4	0.2	3
Cc1cccc(C2C=C(c3ccc(F)cc3)Nc3nc4ccccc4n32)c1 (centres undefined)	-19	9	2	nt	-7	2.3	1	0.6	-1
CC(NC(=O)C1CCN(C(=O)Nc2ccccc2)CC1)c1ccccc1Cl (centres undefined)	1	2	-1	7	18	-0.9	1	-0.2	-14
O=C(Nc1ccc2c(c1)OCO2)N1CCCC1	9	2	2	-2	2	-0.3	-1	-0.6	13
COc1ccc(CCC(=O)N2CCCC(Nc3ccc(OC)cc3)C2)cc1 (centres undefined)	5	0	4	0	6	-0.1	-1	-0.9	8
Cc1ccc(C(=O)N/C(=C/c2cccs2)C(=O)NCCCn2ccnc2)cc1	0	3	-2	-11	-15	-0.3	9	-0.3	-13
CS(=O)(=O)N1CCC(C(=O)Nc2ccccc2Sc2ccccc2)CC1	-1	0	-4	-16	5	0.3	-2	0.8	0
COC(=O)c1c(NC(=O)CSc2nccn2C)sc(C)c1C	-9	0	6	-22	-3	-0.3	0	0.7	31
COc1ccccc1CN(C)C(=O)CN1CCN(S(=O)(=O)c2ccc3c(c2)OCCCO3)CC1	-13	0	-2	-17	4	-1.5	55*	-0.3	4
COC(=O)c1ccc(C23CC4(C2)[C@H](CN(Cc2ccc(-c5ccccc5)cc2)[C@@H]4c2ccccc2)C3c2ccccc2)cc1 (some centres undefined)	nt	2	1	-5	0	-0.2	4	0.0	-3
COc1ccc(OC)c(N2C(=NC(=O)C3CCCCC3)SC3CS(=O)(=O)CC32)c1 (centres undefined)	-14	0	0	17	17	1.5	1	-0.3	14
Cc1ccc2nc(-c3sc4nc(C)cc(C)c4c3N)[nH]c2c1	-3	1	-4	-3	5	-0.7	16	-1.1	-4
CCc1cccc(NC(=O)CN(c2ccc(C)cc2)S(=O)(=O)c2c(C)noc2C)c1	3	6	-4	-8	5	0.6	2	0.0	-13
Cc1[nH]c(=O)nc2c1CCC2	5	2	2	3	15	0.4	1	1.6	3
CCc1cc(C(=O)N2CCCC(C(=O)c3cccc4ccccc34)C2)n(C)n1 (centres undefined)	-11	1	-2	13	4	1.6	-5	1.1	-8
N#CC1=C(N)OC2=C(C(=O)CCC2)C1c1cc2c(cc1Br)OCO2 (centres undefined)	3	0	-4	-9	6	-0.2	-3	0.2	10
Cc1cc(C)cc(NC(=O)c2cccc(N3CCCS3(=O)=O)c2)c1	4	2	0	nt	-6	-0.5	-4	-0.4	-7

2 records picked at random from the list so far:
SMILES	RXFP1 antag	D1 ag	D1 potentiator	D2 antag	D2 PAM	TRHR agonist	TRHR PAM	D2 ag	D1 antagonist
COc1ccc(CCC(=O)N2CCCC(Nc3ccc(OC)cc3)C2)cc1 (centres undefined)	5	0	4	0	6	-0.1	-1	-0.9	8
O=C(Nc1ccc2c(c1)OCO2)N1CCCC1	9	2	2	-2	2	-0.3	-1	-0.6	13

Going on with the list:
SMILES	RXFP1 antag	D1 ag	D1 potentiator	D2 antag	D2 PAM	TRHR agonist	TRHR PAM	D2 ag	D1 antagonist
COc1ccc(C2c3c(-c4ccccc4)n[nH]c3C(=O)N2c2ccc(C(=O)O)cc2)cc1 (centres undefined)	0	4	-1	39*	5	-0.2	1	0.0	3
COCCN(C(=S)Nc1c(C)cccc1C)C(C)c1cccnc1 (centres undefined)	7	0	4	7	-7	0.6	-13	17	3
COc1cccc2c(C)cc(N3CCCCCC3)nc12	-1	3	-3	10	-12	-0.6	0	-0.6	2
O=C(NCCc1ccccc1)c1cc(-c2cccc(Cl)c2)on1	-10	-1	1	nt	-5	1.7	20	0.6	5
CCN(Cc1ccccc1)Cc1c(O)ccc2oc(C)c(C(=O)Nc3ccccc3C)c12	-16	-2	2	nt	5	-0.2	0	-0.5	12
Cc1c(C(=O)Nc2nnc(C(F)(F)F)s2)oc2ccccc12	-16	10	0	-2	11	-1.5	6	-0.1	-38*
Cc1ccc(O)c(C2=NOC(O)(C(F)(F)C(F)F)C2)c1 (centres undefined)	3	7	-9	-10	-2	0.8	-6	0.3	-20
Fc1cc(F)nc(NCc2ccccc2)n1	-7	3	1	-6	9	-0.5	-2	-1.0	14
O=S(=O)(c1ccc(Cl)c(NC(=S)N/N=C/c2c(F)cccc2F)c1)N1CCOCC1	-9	3	2	-3	-2	0.0	3	-0.9	17
CCC(=O)NCCc1nc2cc(NC(=O)c3ccccc3OC)ccc2n1C	1	-1	-5	20	9	-0.1	1	1.2	-13
CN=C(Nc1cc(C)nn1-c1ccccc1)c1ccccc1F	5	1	4	18	3	-0.1	-2	-0.5	-28
CC1CCCCN1C(=O)COc1ccc2ccc(=O)oc2c1 (centres undefined)	3	3	1	-1	4	0.3	4	0.3	-15
COc1ccc(CN(Cc2cc3cc(C)ccc3[nH]c2=O)C(=O)N(C)C)cc1	-5	0	7	11	25	-0.4	3	-0.5	-9
O=S1(=O)CCC(N2CCOCC2)C1 (centres undefined)	-2	0	-3	-11	-4	0.6	6	-0.1	nt
Cc1nc2ccc(S(=O)(=O)NC(CC(C)C)C(=O)NCc3ccc(Cl)cc3)cc2s1 (centres undefined)	-14	-1	0	nt	11	0.0	-12	-0.3	-1
O=C(NCc1cccs1)c1ccc(Cl)s1	11	0	-1	-5	0	-0.1	-1	-0.4	-6
COc1ccc(/C=N/Nc2nc(C)cc(=O)[nH]2)cc1OC	-15	3	5	9	-2	1.3	-2	1.5	-4
COc1ccc(NC(=O)c2csc3c2CCCC3)cc1	-3	2	-4	-5	11	0.6	-2	-0.4	-27
COc1ccccc1N1CCN(C(=O)c2ccc(NC3=NC4CS(=O)(=O)CC4S3)cc2)CC1 (centres undefined)	5	0	-15	6	8	0.2	-11	1.1	14
COc1ccccc1C(=O)NCC(=O)N/N=C/c1ccc([N+](=O)[O-])cc1	-4	-2	-3	0	-2	-0.2	-4	-0.2	8

Six of the compounds above, as comma-separated lines:
Molecule,RXFP1 antag,D1 ag,D1 potentiator,D2 antag,D2 PAM,TRHR agonist,TRHR PAM,D2 ag,D1 antagonist
COc1ccc(OC)c(N2C(=NC(=O)C3CCCCC3)SC3CS(=O)(=O)CC32)c1 (centres undefined),-14,0,0,17,17,1.5,1,-0.3,14
Cc1ccc2nc(-c3sc4nc(C)cc(C)c4c3N)[nH]c2c1,-3,1,-4,-3,5,-0.7,16,-1.1,-4
CCc1cccc(NC(=O)CN(c2ccc(C)cc2)S(=O)(=O)c2c(C)noc2C)c1,3,6,-4,-8,5,0.6,2,0.0,-13
Cc1[nH]c(=O)nc2c1CCC2,5,2,2,3,15,0.4,1,1.6,3
CCc1cc(C(=O)N2CCCC(C(=O)c3cccc4ccccc34)C2)n(C)n1 (centres undefined),-11,1,-2,13,4,1.6,-5,1.1,-8
N#CC1=C(N)OC2=C(C(=O)CCC2)C1c1cc2c(cc1Br)OCO2 (centres undefined),3,0,-4,-9,6,-0.2,-3,0.2,10

Next part.
SMILES	RXFP1 antag	D1 ag	D1 potentiator	D2 antag	D2 PAM	TRHR agonist	TRHR PAM	D2 ag	D1 antagonist
CCCSc1ncc(Cl)c(C(=O)Nc2scc(-c3ccc(C)cc3)c2C(=O)OCC)n1	-8	2	0	nt	nt	0.1	8	0.4	-9
COc1ccc(N2CCN(CCCn3c(=S)[nH]c4ccccc4c3=O)CC2)cc1	-25	3	-8	-41	-30	-0.5	-3	0.2	-14
CC(C)C(NC(=O)C1CCCCC1)C(=O)N1CCN(c2ccc(F)cc2)CC1 (centres undefined)	-6	2	-1	-2	-10	-0.9	-2	8.9	-4
COc1ccccc1NC(=O)Cc1c(C(=O)O)[nH]c2ccc(Cl)cc12	-4	31*	0	nt	11	0.0	0	0.4	-22
Cc1ccc(-c2cn3nc(-c4ccccc4)c(-c4ccccc4)nc3n2)cc1	-24	43*	5	10	-5	4.1	3	14	0
Cc1cccn2c(CNCC(C)Oc3cccnc3)c(C(=O)N3CCOCC3)nc12 (centres undefined)	-4	4	0	8	5	-0.3	12	1.2	-3
COc1cc(CNCc2ccccc2C(F)(F)F)cc(OC)c1	-6	8	-2	-18	-4	-1.4	-2	1.1	9
Cc1cccc(OCC(=O)Nc2cccc(C(=O)Nc3ccccc3C(=O)O)c2)c1	-10	0	-5	5	6	-0.4	1	-0.1	8
COc1cc(Cl)c(C)cc1NC(=O)CC1Oc2ccccc2NC1=O (centres undefined)	-17	-1	-3	nt	-5	-0.2	4	-0.3	1
FC(F)(F)c1cc(CCN2CCNC[C@H]2Cc2cccc3ccccc23)cc(C(F)(F)F)c1	nt	45*	8	20	-4	1.8	5	2.7	12
CSc1cccc(NC(=O)C2CCN(S(=O)(=O)c3ccc4c(c3)NC(=O)CO4)CC2)c1	-17	2	1	-4	-4	0.1	1	0.0	11
COc1ccc(NC(=O)CN2CCN(c3c(C)cc(C)cc3C)CC2)cc1	-11	10	0	-3	2	0.3	20	-0.6	-11
CCc1noc(C)c1C(=O)N1CCCC(CCC(=O)NCc2ccc(F)c(F)c2)C1 (centres undefined)	6	1	-3	3	12	-2.3	0	-0.6	8
O=C(NN1C(=O)c2ccccc2NC1c1ccco1)c1ccc(Br)cc1 (centres undefined)	2	0	-2	6	nt	-0.5	1	1.1	-9
Fc1cc(F)cc(NC(=S)NN2CCOCC2)c1	4	2	-1	-4	2	0.7	6	1.1	-1
CN(Cc1ccccc1)C(=O)c1nc[nH]c1C(=O)N1CCN(C(=O)OC(C)(C)C)CC1	nt	1	-1	0	-1	-0.3	8	0.2	-10
O=C1Nc2ccccc2C1=Nc1ccc(F)cc1	-2	2	-6	nt	nt	0.8	-3	nt	-9
CCN(CC)c1ccc(/C=N/N2C(C)CCCC2C)c(O)c1 (centres undefined)	-10	-1	-1	15	6	0.1	-3	-0.6	-1
CC(Sc1nc2ccccc2o1)C(=O)O (centres undefined)	9	2	-4	-2	9	-0.1	-1	-1.3	8
COc1cccc(-c2nc(S(=O)(=O)c3ccc(C)cc3)c(NCc3ccccc3)o2)c1	3	2	-3	nt	1	-0.8	7	-1.6	25
COc1ccc(CCN2C(=O)N[C@@H](C(C)C)C2=O)cc1	1	0	-3	13	11	-0.4	4	-0.1	-1
O=C1C2C3C=CC([C@@H]2C(=O)N1Cc1cccnc1)C31CC1 (some centres undefined)	8	-2	5	-2	7	0.1	-5	0.0	19
COc1ccc(-c2csc(N(CCCN(C)C)C(=O)c3cccs3)n2)cc1	23	18	-15	5	-20	2.1	-2	0.7	-15
